# Screens as filed in PubChem.
# GDH-TPI inh: counter-screen for M. tuberculosis FBA inhibitors: GDH-TPI coupled enzymes. inhibition, % at 4.8 µM. GDH-TPI coupled enzyme counterscreen, NADH absorbance. 360,000 tested, 1.2% active; in the data active = inhibition above about 30%;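 note: 0% = DMSO wells and 100% = wells lacking the enzyme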
# PfHsp40 rescue: restores yeast growth despite PfHsp40 toxicity; S. cerevisiae expressing PfHsp40, growth rescue, ATP luminescence; growth rescue, % at 12.5 µM; 340,000 tested, 0.68% active; AID 504582; in the data active = growth rescue above about 28%, passing the limit was not always enough;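 note: yeast W303a lacking pdr1 and pdr3 grown in galactose medium; growth measured after three days at 30 °C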
# Anthrax LF inh2: anthrax lethal factor protease inhibition; 360,000 tested, 0.12% active; multiplex microsphere protease cleavage assay, LF; inhibition, % at 10 µM; AID 588501; P15917; note: plate controls were buffer without enzyme for full effect and enzyme alone for no effect
# FadD28 binding: inhibitors of Mycobacterium tuberculosis FadD28 bisubstrate binding; AID 588549; inhibition, % at 12.5 µM; 360,000 tested, 0.22% active; FadD28 bisubstrate probe binding, fluorescence polarization; in the data active = inhibition above about 8.5%, passing the limit was not always enough
# Mtb UGM inh: blocks M. tuberculosis UGM enzyme | P9WIQ1 | purified UGM, fluorescence polarization probe displacement | inhibition, % at 10 µM | 320,000 tested, 0.06% active; in the data active = inhibition above about 10%, passing the limit was not always enough
# Target sequence (P9WIQ1 whole entry, looked up): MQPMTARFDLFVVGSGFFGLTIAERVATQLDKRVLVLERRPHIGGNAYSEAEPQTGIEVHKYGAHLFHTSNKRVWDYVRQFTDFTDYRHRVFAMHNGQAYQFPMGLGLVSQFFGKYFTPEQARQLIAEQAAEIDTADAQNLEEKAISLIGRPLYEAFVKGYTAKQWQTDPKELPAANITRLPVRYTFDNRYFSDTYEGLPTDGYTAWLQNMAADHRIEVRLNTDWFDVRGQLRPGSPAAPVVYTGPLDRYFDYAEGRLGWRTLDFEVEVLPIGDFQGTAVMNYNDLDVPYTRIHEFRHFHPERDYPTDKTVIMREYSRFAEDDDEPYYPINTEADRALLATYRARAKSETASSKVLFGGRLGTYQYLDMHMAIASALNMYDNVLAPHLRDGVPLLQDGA
# BoNT F protease: inhibitors of Botulinum neurotoxin F light chain protease | Multiplex microsphere protease cleavage assay, flow cytometry | inhibition, % at 10 µM | 360,000 tested, 0.22% active | AID 588497; in the data active = inhibition above about 35%, passing the limit was not always enough; note: plate controls were buffer without enzyme for full effect and enzyme alone for no effect
# Mtb FBA inh: inhibits M. tuberculosis FBA enzyme; purified M. tuberculosis FBA, fluorescence read-out; inhibition, % at 1 µM; 360,000 tested, 2.3% active; AID 588726; in the data active = inhibition above about 27%;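 note: 0% = vehicle and 100% = reference inhibitor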
# Target sequence (P9WQA3 whole entry, looked up): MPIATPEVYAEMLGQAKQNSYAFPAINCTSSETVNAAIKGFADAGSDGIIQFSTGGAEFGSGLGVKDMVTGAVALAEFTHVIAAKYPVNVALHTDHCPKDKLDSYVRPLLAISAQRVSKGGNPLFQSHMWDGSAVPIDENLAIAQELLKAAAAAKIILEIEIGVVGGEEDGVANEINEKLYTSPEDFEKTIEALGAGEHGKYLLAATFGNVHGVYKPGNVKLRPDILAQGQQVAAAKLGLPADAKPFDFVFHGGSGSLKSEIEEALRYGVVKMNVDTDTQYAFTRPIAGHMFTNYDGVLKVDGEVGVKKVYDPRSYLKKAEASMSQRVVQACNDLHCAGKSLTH
# BoNT-A LC inh2: blocks Botulinum neurotoxin A light chain protease; 360,000 tested, 0.17% active; multiplex microsphere protease substrate cleavage, flow cytometry; inhibition, % at 10 µM; note: plate controls were buffer without enzyme for full effect and enzyme alone for no effect
# BioA inh: blocks M. tuberculosis BioA enzyme activity; purified M. tuberculosis BioA enzyme, plate reader; 360,000 tested, 0.096% active; inhibition, % at 9.99 µM; in the data active = inhibition above about 40%
# * marks the source's active call; other numbers are inactive results; . = no result given; & = joins results of further samples. Cut-off read from the data, not from the text of the source, unless noted: active = inhibition above about 30%; inconclusive = no clear call, values can overlap the other calls; inactive = below that.
canonical_smiles	BoNT-A LC inh2	FadD28 binding	BoNT F protease	Mtb UGM inh	PfHsp40 rescue	Mtb FBA inh	GDH-TPI inh	Anthrax LF inh2	BioA inh
O=C(Cc1ccc([N+](=O)[O-])cc1)N1CCN(Cc2ccc3c(c2)OCO3)CC1	0.3	-0.5	2	-2.0	.	-1	2	-14	5.1
O=C1N(c2cccc(Cl)c2)C(c2ccc(Cl)cc2)N2CCCN12 (configuration not stated)	-0.5	0.5	-2	-1.7	1.0	1	4	0	.
Cc1ccc(S(=O)(=O)N(C)CC(=O)Nc2cc(C)ccn2)cc1	4.0	1.5	-2	-1.6	-1.7	2	-4	1	0.9
Cc1ccccc1NS(=O)(=O)c1ccc(C(=O)NCC(C)(C)N2CCOCC2)cc1	3.6	-0.7	14	-0.1	0.2	1	-2	2	0.7
O=C1NC(=O)C(=Cc2ccccc2[N+](=O)[O-])C(=O)N1	-0.6	-2.0	-1	.	-0.2	-1	7	-2	.
CC(Oc1ccc(Br)cc1)C(=O)NC1CCN(Cc2ccccc2)CC1 (configuration not stated)	-4.9	-1.1	4	3.8	1.5	-1	-1	-2	-0.4
CN(C)S(=O)(=O)c1ccc(F)c(C(=O)Nc2ccccc2C(=O)NC2CC2)c1	2.0	-1.7	13	.	-0.2	1	-3	0	1.4
COc1ccc(CN(C)C(=O)c2ccc(NS(=O)(=O)c3ccc(C)c([N+](=O)[O-])c3)cc2)c(OC)c1OC	5.9	0.6	18	4.3	2.9	1	2	2	0.0
COc1ccc(C(=O)OCC(=O)c2ccc3c(c2)NC(=O)CO3)cc1[N+](=O)[O-]	-0.4	0.8	-2	0.8	-1.1	3	3	-1	-0.1
Nc1ccc(C(O)(C(F)(F)F)C(F)(F)F)cc1	-0.2	-1.5	0	1.8	0.2	1	5	0	-4.3
CCOC(=O)N1CCN(S(=O)(=O)c2ccc3c(c2)OCC(=O)N3)CC1	1.0	-0.4	-9	1.9	-1.3	3	7	7	0.6
CCOc1ccc(S(=O)(=O)NCc2cccnc2)cc1C(C)C	0.3	-2.4	2	-1.3	0.0	1	-3	12	2.9
CN(C)C1=NC[C@H](Cc2ccccc2)N1CCCC1CCCCC1	-0.5	2.2	-8	-0.3	-2.2	5	4	3	2.4
Cn1c(N)c(C(=O)c2cc(-c3ccncc3)nc3ccccc23)c(=O)n(C)c1=O	-0.7	-1.8	0	-3.2	-1.9	7	8	4	-0.7
CCOC(=O)CCC(=O)Nc1ccc(S(=O)(=O)N2CCCC2)cc1	-1.0	1.0	-6	2.9	4.7	-1	12	-2	-0.5
CCOc1ccc(S(=O)(=O)N(CC(=O)NCC2CCCO2)c2ccc(F)cc2)cc1 (configuration not stated)	2.1	-3.6	0	0.3	-1.7	0	-5	1	.
Cc1oc(C)c2c(=O)ccc3c(c12)OC(N)=C(C#N)C3c1ccccc1Cl (configuration not stated)	5.8	2.8	-24	-9.4	-1.0	-1	4	3	.
CCOc1ccc(OCC)c(S(=O)(=O)NCCCN2CCOCC2)c1	0.0	-0.7	6	-1.5	-0.2	2	0	-3	.
O=S1(=O)NC(C2CC2c2ccccc2)CCO1 (configuration not stated)	-0.2	-3.8	-3	-0.7	-1.4	0	1	-3	0.2
O=C(C(=O)N1CCCc2ccccc21)c1cn(CC(=O)N2CCOCC2)c2ccccc12	-0.2	-2.0	-2	-1.6	1.4	-1	9	-1	-0.3
Cc1cccc(NC(=O)Cn2c(=O)n(Cc3ccccc3)c(=O)c3c(C)c(C)sc32)c1	-1.1	-2.0	-16	2.9	-0.6	0	-5	-1	.
Cn1c(=O)n(C)c2cc(/C=N/NC(=S)NCc3ccccc3)ccc21	-0.1	-5.3	-5	0.7	5.1	1	34*	0	.
C=CCNC(=O)c1ccccc1NS(=O)(=O)c1ccccc1	0.3	-0.6	15	-1.3	-0.1	3	-3	-1	-0.1
Fc1ccc2c(c1)nnn2C1CCN(Cc2c(Cl)cccc2Cl)CC1	-0.1	-3.6	1	1.3	-0.8	0	-3	2	0.5
Cc1ccc2c(c1)NC(=O)C(CC(=O)NCc1cccnc1)O2 (configuration not stated)	-0.6	-0.1	-1	-1.2	-0.9	0	3	-2	-0.5
Cc1ccccc1OCc1nnc2c3cnn(C)c3ncn12	0.7	-4.3	10	-1.0	-0.5	-1	5	-4	0.2
COc1ccc(CCC(=O)Nc2ccc3c(c2)OCO3)cc1OC	1.2	-1.5	17	-1.4	-1.0	-1	-3	-3	11
CC1(C)C(c2cccs2)=[N+]([O-])C2(CCCCC/C2=N\O)N1O (configuration not stated)	-1.6	-0.7	-4	-1.9	1.8	-1	18	-1	0.4
COc1ccccc1N1CCN(Cc2nnnn2CCc2ccccc2)CC1	0.1	-1.6	13	0.4	-0.8	-6	-4	3	-1.7
Cc1cc(O)c(CN2CC=C(c3ccccc3)CC2)cc1C(C)C	-1.0	-2.8	6	-2.8	0.1	1	-3	-16	-0.6

# 7 entries out of the list, arranged by heavy-atom count, lowest first.
canonical_smiles	BoNT-A LC inh2	FadD28 binding	BoNT F protease	Mtb UGM inh	PfHsp40 rescue	Mtb FBA inh	GDH-TPI inh	Anthrax LF inh2	BioA inh
C=CCNC(=O)c1ccccc1NS(=O)(=O)c1ccccc1	0.3	-0.6	15	-1.3	-0.1	3	-3	-1	-0.1
Cc1ccc2c(c1)NC(=O)C(CC(=O)NCc1cccnc1)O2 (configuration not stated)	-0.6	-0.1	-1	-1.2	-0.9	0	3	-2	-0.5
CCOC(=O)CCC(=O)Nc1ccc(S(=O)(=O)N2CCCC2)cc1	-1.0	1.0	-6	2.9	4.7	-1	12	-2	-0.5
CCOc1ccc(OCC)c(S(=O)(=O)NCCCN2CCOCC2)c1	0.0	-0.7	6	-1.5	-0.2	2	0	-3	.
Cc1oc(C)c2c(=O)ccc3c(c12)OC(N)=C(C#N)C3c1ccccc1Cl (configuration not stated)	5.8	2.8	-24	-9.4	-1.0	-1	4	3	.
O=C(Cc1ccc([N+](=O)[O-])cc1)N1CCN(Cc2ccc3c(c2)OCO3)CC1	0.3	-0.5	2	-2.0	.	-1	2	-14	5.1
Cc1ccccc1NS(=O)(=O)c1ccc(C(=O)NCC(C)(C)N2CCOCC2)cc1	3.6	-0.7	14	-0.1	0.2	1	-2	2	0.7

# Later entries
canonical_smiles	BoNT-A LC inh2	FadD28 binding	BoNT F protease	Mtb UGM inh	PfHsp40 rescue	Mtb FBA inh	GDH-TPI inh	Anthrax LF inh2	BioA inh
COc1ccccc1C(=O)NCC(c1ccco1)N1CCc2ccccc21 (configuration not stated)	.	1.3	.	3.2	-0.1	0	10	.	0.2
Cc1sc(N)nc1-c1cccs1	-0.5	-2.9	2	5.0	0.4	-1	-8	1	.
C[C@H](CO)N1C[C@H](C)[C@H](CN(C)C(=O)Nc2ccc3c(c2)OCCO3)OCc2cnnn2CCCC1=O	0.2	-1.6	-2	.	.	1	-2	3	0.2&-2.8
O=C(Nc1ccc(Cl)cc1)Nc1ccc(-c2cnco2)cc1	2.3	-0.8	23	3.0	-2.3	1	0	7	-1.1
CCc1nnc(NS(=O)(=O)c2ccc(NC(=O)c3cc(Cl)ccc3Cl)cc2)s1	0.1	-5.8	-6	4.7	0.3	0	1	-1	.
COC(=O)C1=C2c3[nH]c4ccccc4c3CCN2C(=O)CC1	0.3	-0.4	1	-1.2	1.3	0	19	4	-1.6
Cc1cccc(C(=O)N2CCC(=O)N(C(COCc3cccc(Cl)c3)Cc3ccccc3)CC2)c1 (configuration not stated)	-0.1	-1.6	-4	-6.4	1.7	8	6	-3	-1.3
COc1ccc([C@H]2CC(=O)C=C(c3cccc(F)c3OC)C2)cc1	0.1	-2.5	-1	-0.1	6.6	-2	0	-5	1.2
CCOC(=O)c1ccc(NC(=O)CCNC(=O)c2ccc([N+](=O)[O-])cc2)cc1	2.2	0.9	13	-2.7	-0.6	-2	6	3	-0.6
COc1cc(OC)c(OC)cc1CNc1cc(C)ccc1OC	-1.5	-0.4	-12	-3.9	-0.4	3	7	-5	-2.7
Oc1ccccc1N=N/C(=N/Nc1ccccc1O)c1ccccc1	-0.2	-0.3	-9	1.9	-0.2	1	5	1	-1.6
CCOc1cc2[nH]c(=O)n(Cc3cccc(OC)c3)c(=O)c2cc1OCC	-0.1	-1.6	-2	-1.5	0.3	4	13	1	-1.2
O=C1OCCN1C(=O)[C@H]1[C@H](c2ccc(Cl)cc2)C(c2ccc(F)cc2)=NN1c1ccccc1	-0.1	-0.9	-3	.	-0.2	23	9	-5	-1.1
CCOC(=O)c1ccc(N/C=C/C(=O)c2ccco2)cc1	2.0	-0.8	5	-0.1	1.4	0	11	-2	-2.3
Cc1nc(SCC(=O)Nc2ccc3c(c2)OCCO3)nc(C)c1C	0.6	0.1	-5	-0.8	-2.3	2	15	-9	3.2
O=c1oc(-c2ccc(Cl)cc2[N+](=O)[O-])nc2ccccc12	-0.7	-2.8	-1	.	.	1	12	-4	0.0
O=S1(=O)CC(N2CCN(CCO)CC2)CN1Cc1ccc(F)cc1 (configuration not stated)	-0.1	1.2	1	.	.	3	.	2	0.6
CC1CCCCC12NC(=O)N(CC(=O)Nc1ccc(N3CCCCC3)cc1)C2=O (configuration not stated)	5.1	1.5	16	.	-0.7	-1	4	-1	-1.6

# Entries listed so far containing two or more sulfur atoms (2):
canonical_smiles	BoNT-A LC inh2	FadD28 binding	BoNT F protease	Mtb UGM inh	PfHsp40 rescue	Mtb FBA inh	GDH-TPI inh	Anthrax LF inh2	BioA inh
Cc1sc(N)nc1-c1cccs1	-0.5	-2.9	2	5.0	0.4	-1	-8	1	.
CCc1nnc(NS(=O)(=O)c2ccc(NC(=O)c3cc(Cl)ccc3Cl)cc2)s1	0.1	-5.8	-6	4.7	0.3	0	1	-1	.

# An unsorted share of the library. About 4.7% of those tested had a hit in this group.
